GSIS activator = GLuc luminescence reporter in INS-1E cells, primary screen for activators of glucose-dependent secretion of insulin | 370,000 compounds, 0.61% hits | INS-1E GLuc reporter insulin secretion, 2-3 h | activation, % at 16.6 µM;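 active = lowest replicate activation of at least 40%, so every replicate reaches that level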;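 also: 0% = median of neutral control wells and 100% = median of IBMX positive control wells; some compounds called inactive have numbers as strong as hits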
Xi reactivation = X-chromosome reactivation activator; AID 743238; XiGFP mouse fibroblasts, % GFP-positive cells imaging, 3 d; cells co-treated with 5-aza-dC sensitizer; scaled so ellipticine positive control = 100%; activation, % at 7.58 µM; 360,000 compounds, 0.055% hits;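 active = mean normalized replicate activation at least 10% and every replicate at or above 10%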;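 also: 0% = median of on-plate neutral control wells and 100% = ellipticine 6 µM median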
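assay system = SV40-immortalized XiGFP fibroblast cells, line 68-5-11 | buffer or medium = DMEM plus 5-aza-dC sensitizer | doses = single-point pinned compound dosing | times = 3-day compound exposure, then 15 min fixation at room temperature | benchmarks = positive control ellipticine, 6 µM final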
esBAF inh = blocks esBAF chromatin remodeling in mouse ES cells. Bmi1-luciferase knock-in reporter, 24 h; 100% = twice the neutral-well signal. reporter increase, % at 12.5 µM. 350,000 compounds, 2% hits; in the data active = activation above about 40%;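 also: 0% = median of the plate's neutral control wells and 100% = double that signal; a rise in the Bmi1 reporter signal indicates esBAF inhibition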
RAD52 anneal inh = RAD52 (human) annealing inhibition | inhibition, % at 18.7 µM | 360,000 compounds, 0.46% hits | recombinant RAD52 DNA annealing, FRET fluorescence | P43351;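 active = every replicate showing at least 50% inhibition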
Target sequence (P43351 whole entry, looked up): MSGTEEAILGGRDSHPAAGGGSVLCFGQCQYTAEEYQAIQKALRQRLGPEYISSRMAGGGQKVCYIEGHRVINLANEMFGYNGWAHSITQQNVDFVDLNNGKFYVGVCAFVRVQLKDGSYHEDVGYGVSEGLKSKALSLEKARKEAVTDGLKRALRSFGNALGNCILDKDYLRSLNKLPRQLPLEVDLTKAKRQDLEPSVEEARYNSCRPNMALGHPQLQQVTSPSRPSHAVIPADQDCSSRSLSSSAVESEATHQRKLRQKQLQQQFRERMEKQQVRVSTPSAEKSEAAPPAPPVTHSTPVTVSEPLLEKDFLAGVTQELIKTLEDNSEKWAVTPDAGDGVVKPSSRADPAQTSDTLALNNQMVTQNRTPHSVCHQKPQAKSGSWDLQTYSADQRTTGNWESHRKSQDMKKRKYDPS
F508del corr = CFTR F508del correction in bronchial cells; CFBE cells, YFP halide quenching; stimulated with forskolin plus potentiator P3; % fluorescence drop versus neutral controls; 350,000 compounds, 0.36% hits; activity (quench increase), % at 7.58 µM;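 active = mean added fluorescence quench of at least 8% versus neutral control, with both replicates also reaching 8%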;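 also: cells transiently co-express mutant CFTR-F508del with the halide-sensitive YFP; corrector assay measuring rescue of mutant channel to the surface after 24 h compound exposure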
ARNT-TACC3 inh = ARNT/TACC3 interaction disruption; AlphaScreen His-ARNT PAS-B/GST-TACC3 binding, luminescence; TACC3 fragment carries E629A point mutation; inhibition, % at 9.99 µM; 390,000 compounds, 0.66% hits;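 active = mean inhibition of replicates at least 50% and at least half of replicates each reaching 50%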;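 also: 0% = complete ARNT plus TACC3 wells and 100% = ARNT alone without TACC3; many hits fall short of the cut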
ERAP1 HTS inh = blocks human ERAP1 aminopeptidase activity; Q9NZ08; recombinant ERAP1, Leu-AMC fluorescence, 60 min; inhibition, % at 10.7 µM; 340,000 compounds, 0.15% hits; AID 652197;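 active = mean replicate inhibition of at least 30%, or all replicates individually reaching that 30% level; inactive = mean below 30% and not every replicate reaching it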;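 also: 0% = neutral control wells and 100% = L-leucinethiol positive control wells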
RAD54 inh = inhibitors of human RAD54 branch migration; 360,000 compounds, 0.14% hits; inhibition, % at 10.4 µM; RAD54 Holliday junction branch migration, FAM/BHQ fluorescence;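 active = mean normalized replicate activity at least 40 and at least half of replicates scoring 40 or more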;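 also: 0% = median of neutral control wells and 100% = median of positive control wells; inhibitors cause a drop in the FAM fluorescence signal; in these data hits start at about 50%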
Active calls of the source: *; i = inactive; · = no result given; & = joins results of further samples. No enrichment for hits; any-hit rate near 3.3%.

#1 Cc1ccc2nc(SCC(=O)N3CCN(c4ccccc4)CC3)nc(=O)n2c1
#2 Cc1ccc(S(=O)(=O)NNC(=O)c2ccc3ccccc3n2)cc1
#3 COc1ccccc1C1CC(c2ccccc2)=NN1C(=O)c1ccccc1 (stereo not given)
#4 Cc1c(CCC(=O)N2CCC(C(=O)NCCCCCC(=O)O)CC2)c(=O)oc2cc3oc4c(c3cc12)CCCC4
#5 C=CC[n+]1cccc(-c2cc3ccc(C)cc3[nH]2)c1
#6 O=C(CCc1c[nH]c2ccccc12)N1CCCCCCC1
#7 CC1(C)O[C@@H]2[C@H](O1)[C@@H](O)C[C@H]2n1cnc2c(Cl)ncnc21
#8 CCOc1ccc(-n2c(C)nc(O)c2N=Nc2ccccc2)cc1

assay / compound	1	2	3	4	5	6	7	8
GSIS activator	11.0	-0.7	-5.2	23.8	3.0	92.4	-29.9	5.1
Xi reactivation	-0.1	0.3	0.1	0.1	0.0	0.1	0.1	0.0
esBAF inh	0.5	1.6	-2.0	-28.5	7.5	5.9	·	·
RAD52 anneal inh	-12.3	-9.6	-14.5	-2.4	29.8	-10.5	5.5	-23.5
F508del corr	1.1	0.0	1.5	-1.4	1.3	1.3	4.1	-1.0
ARNT-TACC3 inh	-4.0	-2.8	6.9	10.1	8.4	1.7	·	-11.1
ERAP1 HTS inh	-0.9	-2.7	2.0	5.6	3.2	2.8	-1.4	0.7
RAD54 inh	-7.5	1.0	0.3	1.7	21.2	0.9	·	·

#9 CCCNC(=O)[C@@H]1[C@@H](CO)[C@@H]2Cn3c(ccc(-c4ccccc4OC)c3=O)[C@@H]2N1CC
#10 C[C@@H]1CN([C@H](C)CO)C(=O)c2cccc(NS(=O)(=O)c3ccccc3)c2O[C@H]1CN(C)Cc1ccncc1
#11 CNC(=O)c1[nH]cnc1C(=O)Nc1ccc(C)cc1
#12 CCc1ccc(-n2c(=O)c3ccccc3n3c(=S)[nH]nc23)cc1
#13 O=C(O)CCc1ccc(NCc2cccc(Oc3ccccc3)c2)cc1
#14 CC(=O)Nc1ccccc1-c1cccc2nccn12
#15 C[C@@H]1CN([C@@H](C)CO)C(=O)c2cc(NC(=O)NC3CCCCC3)ccc2O[C@@H]1CN(C)Cc1ccncc1
#16 COc1ccc(CNC(=O)Nc2nc(C(N)CCc3ccccc3)cs2)cc1 (stereo not given)

assay / compound	9	10	11	12	13	14	15	16
GSIS activator	8.0	-8.5	52.2	-8.5	-22.2	·	-1.6	·
Xi reactivation	0.0	-0.5	0.4	0.2	0.0	0.0	-0.2	0.2
esBAF inh	4.5	-1.0	20.9	8.1	-6.5	-2.2	-1.4	1.2
RAD52 anneal inh	-9.3	-2.3	-9.5	-13.3	-21.9	-6.0	-5.3	-123.8
F508del corr	-0.8	2.0	2.5	-1.6	4.4	-3.6	-0.9	-1.0
ARNT-TACC3 inh	-5.6	-16.4	-1.1	-5.5	-25.7	·	-5.2	·
ERAP1 HTS inh	-3.0	-1.1	1.8	0.8	-5.0	1.3	-3.5	-0.8
RAD54 inh	-3.0	-12.6	-6.3	-8.1	-11.8	5.5	-7.8	0.0

#17 O=C(NCCc1cccc(Cl)c1)c1cccs1
#18 CC[C@]12c3[nH]c4cc(-c5ccco5)ccc4c3CCN1C(=O)[C@@H](CC(=O)NCc1ccc(OC)c(OC)c1)C[C@@H]2C(=O)N1CCN(C(=O)C2CC2)CC1
#19 CC(=O)N(C)C[C@@H]1Oc2ncc(-c3cncnc3)cc2C(=O)N([C@@H](C)CO)C[C@@H]1C
#20 O=C(Nc1c(C(=O)N2CCOCC2)oc2ccccc12)c1ccccc1Cl
#21 Cc1ccc(-c2n[nH]c(=S)c3ccccc23)cc1S(=O)(=O)NCC1CCCO1 (stereo not given)
#22 O=C1CCc2ccccc2O1
#23 C[C@H]1CN([C@@H](C)CO)S(=O)(=O)c2ccc(C#Cc3ccccc3)cc2O[C@H]1CN(C)C
#24 CNC(=O)C1(C)Cc2c(-c3ccc(NC(C)=O)cc3)ccnc2O1 (stereo not given)

assay / compound	17	18	19	20	21	22	23	24
GSIS activator	-1.0	-3.9	25.3	7.1	-0.6	4.8	3.3	·
Xi reactivation	0.2	0.0	-0.5	0.0	0.4	·	0.5	0.1
esBAF inh	63.5*	1.7	-3.7	4.8	-5.4	2.0	-0.6	-2.8
RAD52 anneal inh	-5.7	-49.6	2.2	-7.7	4.1	-9.8	3.6	-9.6
F508del corr	0.6	2.2	0.1	-2.0	1.1	-1.5	1.2	-3.8
ARNT-TACC3 inh	-2.8	12.4	32.4	-32.1	·	-4.8	31.0	·
ERAP1 HTS inh	-9.7	0.2	0.7	0.9	2.2	0.4	1.8	-2.6
RAD54 inh	0.1	-2.5	-9.3	0.6	17.6	-3.1	-3.3	-10.7

Among those listed so far, these contain sulfur:
#1 Cc1ccc2nc(SCC(=O)N3CCN(c4ccccc4)CC3)nc(=O)n2c1
#2 Cc1ccc(S(=O)(=O)NNC(=O)c2ccc3ccccc3n2)cc1
#10 C[C@@H]1CN([C@H](C)CO)C(=O)c2cccc(NS(=O)(=O)c3ccccc3)c2O[C@H]1CN(C)Cc1ccncc1
#12 CCc1ccc(-n2c(=O)c3ccccc3n3c(=S)[nH]nc23)cc1
#16 COc1ccc(CNC(=O)Nc2nc(C(N)CCc3ccccc3)cs2)cc1 (stereo not given)
#17 O=C(NCCc1cccc(Cl)c1)c1cccs1
#21 Cc1ccc(-c2n[nH]c(=S)c3ccccc23)cc1S(=O)(=O)NCC1CCCO1 (stereo not given)
#23 C[C@H]1CN([C@@H](C)CO)S(=O)(=O)c2ccc(C#Cc3ccccc3)cc2O[C@H]1CN(C)C

assay / compound	1	2	10	12	16	17	21	23
GSIS activator	11.0	-0.7	-8.5	-8.5	·	-1.0	-0.6	3.3
Xi reactivation	-0.1	0.3	-0.5	0.2	0.2	0.2	0.4	0.5
esBAF inh	0.5	1.6	-1.0	8.1	1.2	63.5*	-5.4	-0.6
RAD52 anneal inh	-12.3	-9.6	-2.3	-13.3	-123.8	-5.7	4.1	3.6
F508del corr	1.1	0.0	2.0	-1.6	-1.0	0.6	1.1	1.2
ARNT-TACC3 inh	-4.0	-2.8	-16.4	-5.5	·	-2.8	·	31.0
ERAP1 HTS inh	-0.9	-2.7	-1.1	0.8	-0.8	-9.7	2.2	1.8
RAD54 inh	-7.5	1.0	-12.6	-8.1	0.0	0.1	17.6	-3.3

Carrying on.
#25 C[C@H]1CCCCO[C@H](CN(C)Cc2ccc(C(=O)O)cc2)[C@@H](C)CN([C@@H](C)CO)C(=O)c2cc(NS(=O)(=O)c3cccs3)ccc2O1
#26 C[C@@H]1CN([C@@H](C)CO)C(=O)c2c(c3ccccc3n2C)-c2ccccc2CO[C@@H]1CN(C)S(=O)(=O)c1ccccc1
#27 Cc1nnn(C23CC4CC(CC(CC(=O)Nc5ccc(C)c(C)c5)(C4)C2)C3)n1
#28 N#C/C(=C\Nc1ccccn1)S(=O)(=O)c1ccc(Cl)cc1
#29 CCOc1ccc(NC(=O)CS(=O)(=O)c2cn(CC)c3ccccc23)cc1
#30 O=C(C1CCN(c2nnc(-n3cccc3)s2)CC1)N1CCc2ccccc2C1
#31 COCCOCC(=O)Nc1ccc(S(=O)(=O)Nc2cc(C)nc(C)n2)cc1
#32 COc1ccccc1C1CCN(C(=S)Nc2ccc(Br)cc2)CC1

assay / compound	25	26	27	28	29	30	31	32
GSIS activator	22.4	-3.4	-28.6	-13.6	-13.4	0.6	12.4	-20.0
Xi reactivation	0.0	0.0	0.0	0.1	0.1	0.2	0.0	0.2
esBAF inh	6.7	0.6	·	·	-1.0	-2.1	3.0	3.0
RAD52 anneal inh	-0.3	12.5	-18.9	-18.0	-10.4	-150.6	-22.2	-15.1
F508del corr	-1.7	0.8	-0.1	-1.0	1.5	0.0	2.3	-0.9
ARNT-TACC3 inh	10.4	-1.0	0.1	-3.4	-3.9	-5.3	-1.7	-21.3
ERAP1 HTS inh	-0.2	-4.5	-3.9	4.1	-1.8	-1.5	-2.2	0.9
RAD54 inh	1.1	7.7	-7.2	·	11.8	12.8	-3.6	0.4

Ordered by value in F508del corr (largest number first): some entries from above.
| cpd | Structure | GSIS activator | esBAF inh | RAD52 anneal inh | F508del corr | ARNT-TACC3 inh | ERAP1 HTS inh |
| --- | --- | --- | --- | --- | --- | --- | --- |
| 13 | O=C(O)CCc1ccc(NCc2cccc(Oc3ccccc3)c2)cc1 | -22.2 | -6.5 | -21.9 | 4.4 | -25.7 | -5.0 |
| 3 | COc1ccccc1C1CC(c2ccccc2)=NN1C(=O)c1ccccc1 (stereo not given) | -5.2 | -2.0 | -14.5 | 1.5 | 6.9 | 2.0 |
| 27 | Cc1nnn(C23CC4CC(CC(CC(=O)Nc5ccc(C)c(C)c5)(C4)C2)C3)n1 | -28.6 | · | -18.9 | -0.1 | 0.1 | -3.9 |

Continuation.
#33 Cc1ccccc1N=Nc1c(O)n(C)c2ccccc12
#34 CCN(CC)C(=O)c1cccc(NC(=O)C2=COCCO2)c1
#35 O=C(NCC1CCCCC1)c1ccccc1[N+](=O)[O-]
#36 CCC(c1nnnn1C1CCCC1)N(Cc1cccs1)Cc1cc2cc(C)ccc2[nH]c1=O (stereo not given)
#37 CNC[C@@H]1OCCCC[C@@H](C)Oc2ccc(N(C)C)cc2C(=O)N([C@@H](C)CO)C[C@H]1C
#38 Cc1sc(NC(=S)NC(=O)c2cccs2)nc1-c1ccc(C(C)C)cc1
#39 COc1ccc(/C=C/C(=O)Nc2sc3c(c2C(=O)NCc2cccnc2)CCCC3)cc1
#40 Cc1ccc2sc(NNC(=O)c3ccc4c(c3)OCCO4)nc2c1C

assay / compound	33	34	35	36	37	38	39	40
GSIS activator	-6.3	12.7	-1.7	-2.0	12.7	58.1	-32.9	·
Xi reactivation	0.0	0.1	0.0	·	-1.0	·	·	0.2
esBAF inh	-7.5	0.0	-4.1	1.4	·	-2.5	3.6	-8.8
RAD52 anneal inh	-13.1	-15.1	-19.1	·	·	·	-27.9	-8.5
F508del corr	-5.8	-4.7	-0.9	·	-0.9	·	·	2.7
ARNT-TACC3 inh	-2.1	34.5	-19.0	0.6	·	-3.4	11.1	33.3
ERAP1 HTS inh	0.0	-0.2	1.4	·	1.3	·	0.1	-0.3
RAD54 inh	-18.7	14.3	-6.3	-6.4	·	8.4	4.0	1.5

#41 O=C(CCN1CCCCC1)N[C@H]1CC[C@@H](CCNS(=O)(=O)c2ccc(Cl)cc2)O[C@@H]1CO
#42 CCC(C)Sc1cc(-c2nc3cc(C)ccn3c2NC2CCCCC2)ccc1OC (stereo not given)
#43 CC(C)(C)C(=O)NCCN1C(=O)S/C(=C\c2ccc([N+](=O)[O-])cc2)C1=O
#44 Cn1c(C2CCCCC2)nc2cc(N)ccc21
#45 O=C(O)C(c1ccccc1)N1C(=O)/C(=C\c2ccc(O)c(O)c2)SC1=S (stereo not given)
#46 COCc1c(C(=O)N/N=C\c2ccccn2)nnn1-c1nonc1N
#47 CCC(=O)Nc1ccc2c(c1)C(=O)N(C)C[C@@H](OC)[C@@H](C)CN(C(=O)Cc1cccnc1)[C@@H](C)CO2
#48 CCCC(=O)Nc1nnc(SCC(=O)Nc2ccc(OCC)cc2)s1

assay / compound	41	42	43	44	45	46	47	48
GSIS activator	2.6	-36.8	5.7	4.7	-7.7	-1.6	6.0	·
Xi reactivation	0.3	0.9&7.9	0.0	0.0	0.4	0.0	0.5	0.4
esBAF inh	-2.5	1.4	4.6	2.6	·	-7.8	1.4	-2.7
RAD52 anneal inh	17.7	-180.8	-23.3	-13.9	i	-5.5	0.8	-51.3
F508del corr	-2.3	4.8&1.9	0.7	1.2	-1.6	0.6	1.2	2.3
ARNT-TACC3 inh	-2.3	-1.7	4.4	9.6	·	74.5*	-3.0	·
ERAP1 HTS inh	0.5	-0.9&0.9	2.8	-0.9	-8.3	2.0	-0.8	-0.6
RAD54 inh	7.4	0.1	·	-3.4	·	1.4	-1.5	5.0

Screens from PubChem.
